Screening data: PubChem BioAssay, several laboratories
ABCB6 inh MLPCN = ABCB6 transporter inhibitors, primary screen, K562-ABCB6 cells, flow cytometry, MLPCN library | ATP-binding cassette sub-family B member 6 (Homo sapiens), Q9NP58 | K562-ABCB6 porphyrin accumulation, 1 h; hits give low values | actives 0.19% (n = 360,000) | AID 602162, 2011 | fluorescence ratio to DMSO, % at 10 µM;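 active = fluorescence ratio to DMSO below 75%, the collection mean minus 3 SD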;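 also: signal is porphyrin accumulated inside mitochondria; 100% equals median channel fluorescence of DMSO control wells; lower ratio means ABCB6 inhibition with less porphyrin fluorescence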
ABHD5 PLIN5 PPI = ABHD5-PLIN5 interaction inhibitors, primary screen, cell lysate, split luciferase complementation, luminescence; Perilipin-5 (Homo sapiens) + 1-acylglycerol-3-phosphate O-acyltransferase ABHD5 (Homo …; Split G. princeps luciferase complementation, 4 h; inhibition, % at 4 µM; actives 0.78% (n = 360,000); AID 602281, 2012;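 active = inhibition above the mean inhibition across every tested compound plus 3 SD, cut at about 22% in these data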;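 also: 0% = DMSO only wells and the 100% control is not disclosed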
MC4R antag cAMP = MC4R antagonists of cAMP signaling, primary screen, cell-based, TR-FRET, antagonist arm of biased-ligand search | Melanocortin receptor 4 (Homo sapiens), P32245 | MC4R-expressing cells, MTII-stimulated cAMP, LANCE TR-FRET | inhibition, % at 6.5 µM | actives 0.48% (n = 360,000);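 active = inhibition above its plate's cutoff, the mean of tested wells on that plate plus 3 SD, cut at about 29% in these data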;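 also: 0% = Melanotan II alone and 100% = Melanotan II plus saturating MCL0020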
Target sequence (P32245 whole entry, looked up): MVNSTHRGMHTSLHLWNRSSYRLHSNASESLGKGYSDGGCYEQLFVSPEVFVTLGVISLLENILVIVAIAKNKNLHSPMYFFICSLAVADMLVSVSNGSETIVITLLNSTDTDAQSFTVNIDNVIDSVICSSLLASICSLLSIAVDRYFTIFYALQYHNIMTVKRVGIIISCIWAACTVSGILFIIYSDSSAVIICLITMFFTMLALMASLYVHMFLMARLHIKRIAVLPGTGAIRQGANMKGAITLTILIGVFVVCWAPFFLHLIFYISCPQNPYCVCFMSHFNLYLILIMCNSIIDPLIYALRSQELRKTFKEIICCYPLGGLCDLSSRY
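Material: U2OS-MC4R stable cell line | Reagent: Melanotan II challenge after compound preincubation | Doses: One concentration, 6.5 µM nominal | Incubation: 30-min compound preincubation, 1-h Melanotan II challenge, 1-h detection, room temperature | Signal: TR-FRET cAMP assay | Replicates: One well per compound, no replicates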
N-glyco inh = increase of ERlucT glycosylation luciferase signal, primary screen, N-linked glycosylation inhibitor project, D54 ERlucT cells, luminescence, set 2; actives 0.23% (n = 360,000); reporter increase, % at 12.5 µM; D54 ERlucT glycosylation luciferase reporter, 24 h; percent of 100 nM tunicamycin response;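 active = mean luciferase reporter signal, scaled so untreated is 0 and the glycosylation-blocking control 100, at or above a set limit in every replicate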;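 also: luciferase carries N-glycosylation sites so blocking glycosylation raises the light; 0% = median of neutral control wells and 100% = median of 100 nM tunicamycin wells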
CaV13 ICDI inh = Primary screen for inhibitors of IQ motif and Ca2+-dependent inactivation inhibitor domain binding in CACNA1D, Förster resonance energy transfer in living cells, …; HEK cells, CFP/YFP FRET ICDI-IQ, plate reader, 10 min; percent FRET-ratio fall versus neutral wells; inhibition, % at 12.3 µM; actives 0.098% (n = 340,000); AID 743397;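 active = mean replicate inhibition of at least 30% and at least 1% of replicates passing that level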;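 also: 0% = median of the neutral control wells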
HTR2A ag = mouse Htr2a agonists via beta-arrestin recruitment, primary screen, cell-based, luminescence | 5-hydroxytryptamine receptor 2A (Mus musculus), P35363 | CHO-K1 mHTR2A beta-arrestin complementation; percent of 30 µM serotonin response | activation, % at 7.6 µM | actives 0.66% (n = 360,000) | AID 624169, 2012;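 active = activation above a run cutoff, the mean activation of all tested compounds plus 3 SD, cut at about 14% in these data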;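 also: 0% = plate median of compound wells and 100% = 30 µM serotonin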
Target sequence (P35363 whole entry, looked up): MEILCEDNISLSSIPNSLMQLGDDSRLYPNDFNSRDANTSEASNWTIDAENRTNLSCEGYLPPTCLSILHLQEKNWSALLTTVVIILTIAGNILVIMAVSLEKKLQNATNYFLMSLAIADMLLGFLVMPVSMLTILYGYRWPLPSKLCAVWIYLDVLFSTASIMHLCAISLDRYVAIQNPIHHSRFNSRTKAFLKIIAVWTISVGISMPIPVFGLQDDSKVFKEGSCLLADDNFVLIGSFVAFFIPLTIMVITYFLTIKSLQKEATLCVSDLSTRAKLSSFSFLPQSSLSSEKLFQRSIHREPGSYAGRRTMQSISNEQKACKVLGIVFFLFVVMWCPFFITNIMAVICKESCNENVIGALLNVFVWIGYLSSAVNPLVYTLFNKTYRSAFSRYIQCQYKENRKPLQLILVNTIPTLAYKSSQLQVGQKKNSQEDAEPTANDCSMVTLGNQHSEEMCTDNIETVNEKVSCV
MC4R ag barr = MC4R agonists recruiting beta-arrestin, primary screen, cell-based, luminescence, agonist arm of biased-ligand search. U2OS MC4R beta-arrestin complementation; percent of melanotan II response, DMSO zero. activation, % at 8.9 µM. actives 0.98% (n = 360,000);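 active = activation above a per-plate cutoff, the mean activation of sample wells on that plate plus 3 SD, cut at about 8% in these data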
PDI inh = inhibitors of human PDI, primary screen, biochemical, turbidity, single point, plate reader. actives 0.052% (n = 350,000). PDI insulin aggregation turbidity, A650, 90 min. Protein disulfide-isomerase (Homo sapiens), P07237. inhibition, % at 10 µM. AID 588391, 2011;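 active = mean inhibition across replicates of 30% or more, whatever share of single replicates reach that level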;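 also: absorbance from insulin aggregation driven by PDI reduction with DTT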
Cardio protect = cardioprotection against H2O2-induced cell death, primary screen, uHTS, H9c2 cells, ATPLite luminescence. protection from H2O2 cell death, % at 20 µM. actives 0.63% (n = 360,000). H9c2 cardiomyocytes, H2O2 injury protection, 2 h;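 active = compounds giving at least 50% protection of heart cells from peroxide-induced death in the single-dose screen, raw or plate-pattern-corrected value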;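 also: 0% = DMSO wells with peroxide and 100% = DMSO wells without peroxide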
Granule exo inh = LAMP-1 surface exposure blockers, TALL-104 cells – cell-based, flow cytometry, MLPCN library, primary screen. TALL-104 LAMP-1 surface exposure; cells stimulated with thapsigargin and PMA. inhibition, % at 10 µM. actives 0.66% (n = 360,000);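 active = inhibition above about 55%, limit read from the data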
* hit, by the source's call; . = not tested or not shown.

SMILES	ABCB6 inh MLPCN	ABHD5 PLIN5 PPI	MC4R antag cAMP	N-glyco inh	CaV13 ICDI inh	HTR2A ag	MC4R ag barr	PDI inh	Cardio protect	Granule exo inh
Cc1cc(C)c(S(=O)(=O)c2ccccc2C)c(Cl)n1	102	-4	4	0	-8	-4	-2.5	1	3	8
CCCNC(=O)c1ccc(N2CCC3(CC2)CC(c2cccc(Br)c2)=NO3)c(NC(=O)c2ccccc2)c1	102	-5	18	-1	-6	2	2.2	-1	8	-1
COC(=O)c1ccc(OCC(=O)NC2CCCCCC2)cc1	93	1	0	2	-4	3	-1.1	-4	-3	-2
CC(C)OCC1CO1 (centres undefined)	101	4	3	0	.	1	0.1	.	2	2
COc1ccccc1C(=O)NCCn1cc(SCC(=O)Nc2nnc(C)s2)c2ccccc21	93	0	9	1	.	-1	-0.8	-1	26	1
OC(COc1ccc(Br)cc1)CN1CCC(Cc2ccccc2)CC1 (centres undefined)	103	3	17	-1	-3	-9	1.6	8	-3	-3
Nc1c(N(CCC2=CCCCC2)C(=O)C2CC2)c(=O)[nH]c(=O)n1Cc1ccccc1	100	10	6	1	-3	-2	-0.7	-5	1	11
CC1CCN(CC(=O)Nc2ccc(Cl)cc2[N+](=O)[O-])CC1	100	-3	17	-2	-6	7	-1.9	-5	-1	0
O=C(NCc1ccccc1)NC1(C(=O)N2CCCC2)CCCCC1	101	1	1	1	-5	4	1.6	10	4	0
Cc1cccc2sc(N(CCCN(C)C)C(=O)c3ccco3)nc12	99	18	0	8	-3	-3	-2.2	7	25	8
Cc1ccc(C)c(S(=O)(=O)NCC(=O)OCC(=O)Nc2sccc2C(N)=O)c1	95	3	49*	1	-7	5	-1.2	-2	-6	-2
Cc1ccc2[nH]c(=O)c(C(c3nnnn3C(C)(C)C)N(Cc3ccco3)CC3CCCO3)cc2c1 (centres undefined)	97	6	12	-2	.	1	1.4	-4	-4	-2
Cc1noc(NS(=O)(=O)c2ccc(NC(=O)CCn3c(=O)oc4ccccc43)cc2)c1C	97	2	3	-1	-3	1	-1.0	.	42	0
O=C(CNC(=O)C1CCCCC1)Nc1ccc(F)c(Cl)c1	104	-2	-1	3	.	-2	-1.6	-6	-2	-2
COc1ccc(Cl)cc1NC(=O)c1cc(-c2ccccc2)on1	99	2	1	0	-2	0	-2.8	-3	-12	-2
COc1cc(C(=O)NCCCN(C)C)ccc1OCC(=O)Nc1cccc(C(F)(F)F)c1	103	3	1	-2	-4	-8	0.7	-8	6	4
Cc1ccc(-c2nc(N)c3c(-c4ccc(C)cc4)nn(C(C)(C)C)c3n2)cc1	103	7	4	-1	.	0	1.7	-8	-20	0
C=CCN1C(=O)CSc2ccc(C(=O)NC3CCCCC3)cc21	98	1	3	-2	-6	-2	-0.5	-7	2	1
COc1ccc(-c2nc3cc([N+](=O)[O-])ccc3o2)cc1	101	0	8	-10	-19	3	0.6	6	-9	0
CC(C)Cn1c(CCC(N)=O)nnc1SC(C)C(=O)Nc1ccc2c(c1)OCO2 (centres undefined)	102	2	1	0	-4	-4	-3.9	3	2	-1
COCCCNC(=O)C(=O)Nc1cc2c3c(c1)CCN3C(=O)CC2	102	2	4	6	-3	3	-0.2	-13	6	1
CCC(CC)NC(=O)CSc1ccc(S(=O)(=O)N2CCOCC2)cn1	90	7	3	-3	-6	0	-2.8	-25	-2	2
CC1CC(C)CN(C(=O)COC(=O)c2nn(C)c(=O)c3ccccc23)C1 (centres undefined)	98	-4	1	2	-2	4	-0.6	5	5	1
O=C(OCC(=O)N1CCN(C(=O)COC(=O)c2ccccc2NCCO)CC1)c1ccccc1NCCO	101	8	19	-2	-7	2	-0.4	2	-1	1
Cc1nn(C)cc1C(C(=O)NC1CCCCC1)N(Cc1ccccc1Cl)C(=O)c1cnccn1 (centres undefined)	98	-2	3	1	0	-1	-0.2	-5	9	0
COc1ccc(/C(C)=N/Nc2nc3ccccc3nc2C)cc1	96	-4	-3	7	-5	4	0.2	10	-9	-16
Cc1ccc(C(c2nnnn2C2CCCCC2)N2CCc3ccccc32)cc1 (centres undefined)	102	-5	20	-8	-4	-4	-0.6	6	-13	-2
O=C1CCCN2N=C(SCC(=O)Nc3ccc(Br)cc3)SC2=N1	99	-8	6	-1	-3	7	-3.8	-2	-3	0
Nc1c(C(=O)CSc2nnnn2-c2ccc(O)cc2)c(=O)[nH]c(=O)n1C1CC1	97	8	6	2	-1	5	-0.1	-5	2	-2
COCCn1c(COc2ccc(OC)cc2)nc2ccccc21	86	-6	5	-1	-7	-2	-0.2	1	-7	-11
O=S(OCCN1CCCC1)C(c1ccccc1)c1ccccc1 (centres undefined)	104	15	2	-3	-16	-2	-1.1	8	3	-8
CC(N1CCOC1=O)S(=O)(=O)c1ccccc1 (centres undefined)	96	-3	7	1	-4	5	-2.0	0	0	-1
CS(=O)(=O)N(CC(=O)NCc1cccnc1)Cc1ccc(Cl)cc1	100	1	6	-1	.	-1	1.2	0	0	7
O=C(c1cc(F)cc2c1OCOC2)N1CCN(c2ccc(F)cc2)CC1	94	-3	3	-1	9	2	-0.5	3	-1	-2
CN1CCN(c2nc(-c3ccccc3)c3cc(Cl)ccc3n2)CC1	109	14	9	-3	-3	-8	-1.3	4	-14	2
CCc1cc2c(SCc3nc4sc(C(C)=O)c(C)c4c(=O)[nH]3)ncnc2s1	96	0	6	0	-3	-1	0.6	9	-4	-1
COC1c2ccccc2C(=O)N1Cc1ccc(F)cc1 (centres undefined)	98	-2	5	-2	-19	-7	0.9	-1	2	-3
Fc1ccc(-c2nc3ccc(Br)cn3c2Cc2ccccc2C(F)(F)F)cc1	133	6	.	1	-4	1	.	.	0	0
C=C(C)Cn1c(N2CCN(c3ccc(OC)cc3)CC2)nc2c1c(=O)n(C)c(=O)n2C	90	4	8	-1	-2	0	-0.8	9	-11	-1
CSCCC(NS(=O)(=O)c1ccc2c(c1)oc(=O)n2C)C(=O)NC1CCCCC1 (centres undefined)	101	0	2	0	-4	-8	1.7	.	11	-14
O=C(c1ccccc1)N1CCN(c2ccc([N+](=O)[O-])c(N3CCOCC3)c2)CC1	100	-4	10	1	-5	-4	1.0	15	1	2
COc1cc2ccc(-c3ccc4ccccc4n3)cc2cc1OC	94	4	21	0	-6	10	3.6	-4	9	8
CC(C)CCC1=NN(C(=O)c2ccco2)C(O)(C(F)(F)F)C1 (centres undefined)	101	-9	-1	0	-6	1	0.8	3	-5	-3
CC(C)=CCN1CCN(Cc2cccc3nccnc23)CC1CCO (centres undefined)	101	-5	13	2	5	0	-0.6	2	8	-1
CC(CNC1CCCCC1)OC(=O)c1ccccc1 (centres undefined)	98	-5	-2	-4	-6	-5	1.6	-2	3	9
CCOc1ccc(C2C(C#N)=C(N)Oc3cc(C)n(CCN(C)C)c(=O)c32)cc1OCC (centres undefined)	97	4	3	2	-8	3	-0.6	2	2	7
COc1cc(C(Nc2ccc(S(=O)(=O)N3CCC(C)CC3)cc2)C(=O)NCC2CCCO2)cc(OC)c1OC (centres undefined)	100	-4	2	6	-3	-3	-1.8	-16	-1	1
NC(=O)CC(NC(=O)Cc1cccc2ccccc12)c1ccc(NC2CCC2)c([N+](=O)[O-])c1 (centres undefined)	101	1	3	3	-12	-5	-2.5	3	2	-1
COc1ccc(C2=Cc3ccc(OC(C)=O)cc3OC2)cc1	95	8	-5	-5	-10	-1	-2.5	10	-9	-1
Cc1ccc(SCc2cc(=O)[nH]c(/N=C(\N)Nc3ccccc3Sc3ccccc3)n2)cc1	96	-4	2	1	-5	-3	0.2	-2	0	-3
O=C(NCCS(=O)(=O)N1CCN(c2ccccc2)CC1)c1cccs1	106	12	1	-2	-6	-5	0.7	8	-4	-2

In the list so far, these have an aryl methoxy group:
SMILES	ABCB6 inh MLPCN	ABHD5 PLIN5 PPI	MC4R antag cAMP	N-glyco inh	CaV13 ICDI inh	HTR2A ag	MC4R ag barr	PDI inh	Cardio protect	Granule exo inh
COc1ccccc1C(=O)NCCn1cc(SCC(=O)Nc2nnc(C)s2)c2ccccc21	93	0	9	1	.	-1	-0.8	-1	26	1
COc1ccc(Cl)cc1NC(=O)c1cc(-c2ccccc2)on1	99	2	1	0	-2	0	-2.8	-3	-12	-2
COc1cc(C(=O)NCCCN(C)C)ccc1OCC(=O)Nc1cccc(C(F)(F)F)c1	103	3	1	-2	-4	-8	0.7	-8	6	4
COc1ccc(-c2nc3cc([N+](=O)[O-])ccc3o2)cc1	101	0	8	-10	-19	3	0.6	6	-9	0
COc1ccc(/C(C)=N/Nc2nc3ccccc3nc2C)cc1	96	-4	-3	7	-5	4	0.2	10	-9	-16
COCCn1c(COc2ccc(OC)cc2)nc2ccccc21	86	-6	5	-1	-7	-2	-0.2	1	-7	-11
C=C(C)Cn1c(N2CCN(c3ccc(OC)cc3)CC2)nc2c1c(=O)n(C)c(=O)n2C	90	4	8	-1	-2	0	-0.8	9	-11	-1
COc1cc2ccc(-c3ccc4ccccc4n3)cc2cc1OC	94	4	21	0	-6	10	3.6	-4	9	8
COc1cc(C(Nc2ccc(S(=O)(=O)N3CCC(C)CC3)cc2)C(=O)NCC2CCCO2)cc(OC)c1OC (centres undefined)	100	-4	2	6	-3	-3	-1.8	-16	-1	1
COc1ccc(C2=Cc3ccc(OC(C)=O)cc3OC2)cc1	95	8	-5	-5	-10	-1	-2.5	10	-9	-1
